TWEAK Fn14 block = inhibitors of TWEAK-Fn14 interaction signaling. hit rate 2% among 360,000. AID 1159606. inhibition, % at 10 µM. TWEAK-stimulated Fn14 reporter cells, luciferase luminescence, 8 h; in the data active means inhibition above about 50%
KKLEB tox = CF airway cell cytotoxicity counter-screen | activity change (cytotoxicity), % at 5 µM | KKLEB CF airway cells viability, ATPlite luminescence, overnight; stronger effect = lower value; cells stimulated with P. aeruginosa culture filtrate | hit rate 0.36% among 360,000;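 active means corrected activity change at or below -50% at 5 µM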
CF NFkB block = inhibitors of cystic fibrosis induced NF-kB | KKLEB NF-kB-GFP reporter, PAF-induced, GFP fluorescence overnight | inhibition, % at 5 µM | hit rate 0.86% among 360,000;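 active means at least 50% inhibition at 5 µM, scaled per plate between neutral and stimulator controls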;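 further: PAF is a Pseudomonas aeruginosa culture filtrate used as stimulus; plate controls were PAF-stimulated DMSO wells for no effect and unstimulated DMSO wells for full effect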
MITF TRPM1 inh = inhibitors of MITF-driven TRPM1 promoter in melanoma cells; hit rate 0.83% among 330,000; inhibition, % at 12.5 µM; SK-MEL-5 TRPM1 promoter luciferase, 24 h;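 active means mean inhibition across replicates of 60% or more, whatever share of single replicates reaches that level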; further: values of inactives mirror those of a sister screen read the other way
Shn3 3UTR inh = reduces Shn3 3'UTR luciferase signal in osteoblasts; hit rate 0.52% among 360,000; Clone20 osteoblast Shn3 3'UTR firefly luciferase, 24 h; inhibition, % at 12.5 µM;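 active means mean inhibition of at least 75% with every replicate also reaching 75%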;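 further: 0% = median of neutral control wells and 100% = pilot-screen positive control compound; some compounds past the cut are filed as inactive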
NR2E3 ag-1 = human photoreceptor-specific nuclear receptor agonism; Q9Y5X4; CHO-S Gal4-NCOR/VP16-NR2E3 two-hybrid, luciferase; inhibition of corepressor binding, % at 3.98 µM; hit rate 0.35% among 360,000; AID 602229;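 active means inhibition above the mean of all tested compounds plus 3 SD, cut at about 70% in these data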;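 further: 0% = DMSO with NR2E3 transfected cells and 100% = cells lacking NR2E3 construct; higher means lower luciferase signal from less NR2E3 corepressor binding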
Target sequence (Q9Y5X4 whole entry, looked up, the tested form may be a part): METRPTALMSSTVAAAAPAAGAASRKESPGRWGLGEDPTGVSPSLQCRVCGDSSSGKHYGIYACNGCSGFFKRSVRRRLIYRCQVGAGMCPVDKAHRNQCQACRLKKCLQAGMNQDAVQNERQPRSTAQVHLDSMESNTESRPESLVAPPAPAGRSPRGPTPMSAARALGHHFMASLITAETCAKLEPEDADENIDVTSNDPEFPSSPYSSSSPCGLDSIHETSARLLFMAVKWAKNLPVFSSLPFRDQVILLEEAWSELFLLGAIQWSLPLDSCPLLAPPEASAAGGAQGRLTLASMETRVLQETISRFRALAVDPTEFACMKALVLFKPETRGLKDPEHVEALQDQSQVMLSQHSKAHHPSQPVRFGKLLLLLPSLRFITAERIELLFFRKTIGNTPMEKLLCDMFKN
hiPSC survival = hiPSC single-cell survival enhancement. ATPlite luminescence; 100% = ROCK inhibitor wells, 0% = DMSO. survival enhancement, % at 20 µM. hit rate 0.044% among 360,000. AID 602274; in the data active means survival enhancement above about 18%;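 further: cells exposed to compounds for 16 hours before the ATP read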
NR2E3 ag-2 = NR2E3 (human) agonism; Q9Y5X4; GST-NR2E3/biotin-RetCOR TR-FRET, 1536-well; inhibition of corepressor binding, % at 4.78 µM; hit rate 0.12% among 320,000; AID 2300;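 active means percent inhibition above the cutoff of mean plus 3 SD of all tested compounds, set per screening campaign, cut at about 20% in these data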;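 further: 0% = DMSO wells and 100% = biotin wells as full block of FRET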
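System: GST-tagged NR2E3 plus biotinylated RetCOR corepressor; Amount: 1.35 nM GST-tagged NR2E3 final; Dosing: single nominal compound dose of 4.8 µM; Schedule: 5 h incubation at 4 °C; Technique: TR-FRET with europium anti-GST and streptavidin-D2, 340 nm excitation; Controls: biotin wells as high control, 0.6% DMSO wells as low control.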
HIF-2a block = inhibitors of HIF-2a. hit rate 0.72% among 360,000. 786-0 RCC cells HIF-2a reporter, luciferase luminescence, overnight. inhibition, % at 18.8 µM;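 active means inhibition of the luminescence signal of 40% or more relative to plate controls, in a single-dose primary screen at 18.75 µM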
aDG glyco act = alpha-DG glycosylation activation. Pro5-aDG cells, alpha-DG glycosylation AlphaScreen (IIH6); 0% Pro5, 100% B10-LARGE cell signal. activation, % at 10 µM. hit rate 0.22% among 360,000;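 active means activation of at least 8% versus controls, or a plate z-score of at least 8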;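 further: Pro5 are CHO cells carrying HIG-tagged alpha-DG that lacks glycosylation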
Peg3 promoter = inhibitors of Peg3 promoter; HeLa PEG-Prom luciferase reporter, luminescence, overnight; inhibition, % at 20 µM; hit rate 1.7% among 360,000;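 active means inhibition of at least 50% at 20 µM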
* = called active by the depositor; / = not tested or not shown.

The opening 4 entries as a preview:
compound	CF NFkB block	KKLEB tox	HIF-2a block	NR2E3 ag-2	NR2E3 ag-1	TWEAK Fn14 block	Shn3 3UTR inh	aDG glyco act	Peg3 promoter	hiPSC survival	MITF TRPM1 inh
CCCCCSc1cc(OC)c(CCN(C)C)cc1OC	9	-2	-17	0	-6	-26	-24	1.6	-9	12	-21
CC(O)(CS(=O)(=O)c1ccccc1)C(=O)Nc1cccc(C(F)(F)F)c1 (configuration not stated)	6	-2	8	5	4	-7	-19	0.3	7	2.6	-3
CSc1ccc(CNC2CN3CCC2CC3)cc1 (configuration not stated)	-1	1	-8	2	-15	3	-41	-0.1	-10	0.5	7
Cc1cccc(N2C(=O)CC(=O)NC2=O)c1	16	-3	-1	6	9	-8	3	0.3	3	1.7	9

Results, previewed entries included:
compound	CF NFkB block	KKLEB tox	HIF-2a block	NR2E3 ag-2	NR2E3 ag-1	TWEAK Fn14 block	Shn3 3UTR inh	aDG glyco act	Peg3 promoter	hiPSC survival	MITF TRPM1 inh
CCCCCSc1cc(OC)c(CCN(C)C)cc1OC	9	-2	-17	0	-6	-26	-24	1.6	-9	12	-21
CC(O)(CS(=O)(=O)c1ccccc1)C(=O)Nc1cccc(C(F)(F)F)c1 (configuration not stated)	6	-2	8	5	4	-7	-19	0.3	7	2.6	-3
CSc1ccc(CNC2CN3CCC2CC3)cc1 (configuration not stated)	-1	1	-8	2	-15	3	-41	-0.1	-10	0.5	7
Cc1cccc(N2C(=O)CC(=O)NC2=O)c1	16	-3	-1	6	9	-8	3	0.3	3	1.7	9
O=C(CF)N(O)c1ccc(C=Cc2ccccc2)cc1	-14	-13	-218	/	-47	-3	-3	-0.1	-322	-1.2	-19
COc1ccccc1N1CCN(Cc2ccc(F)cc2)CC1	8	-11	7	4	11	12	21	0.1	8	0.7	-14
COc1cc(O)cc2c1C(=O)OC(C)CCCC(=O)CCC/C=C\2 (configuration not stated)	22	-17	10	5	0	-6	14	-0.1	-10	-0.4	2
CNCC(=O)c1ccccc1	-22	13	12	-1	1	-23	3	0.1	2	-0.3	/
Cc1ccc(S(=O)(=O)Oc2ccccc2C=C2C(=O)N(C)C(=O)N(C)C2=O)cc1	7	-2	-41	0	1	0	-6	0.5	-30	1.2	-13
CCOC(=O)c1cccc(C2=C(CNC(=O)c3ocnc3C)[C@H]3CC[C@@H](C2)N3Cc2ccccc2)c1	10	-7	7	/	9	-10	3	-0.5	-21	-1.4	/
CCC(C)N=Cc1c(O)n(-c2ccccc2)c(=O)[nH]c1=O (configuration not stated)	17	-2	12	1	4	-9	23	-0.2	4	0.6	-3
CCCCn1c(N)c(C(=O)OCCOC)c2nc3ccccc3nc21	-3	10	22	0	3	3	-3	0.0	22	-0.8	/
CCN(CC)c1ccc(C=C2C(=O)N(C)C(=S)N(C)C2=O)o1	-29	2	-128	-2	-1	-30	-39	-0.5	-177	3.4	-40
Cc1ccc(S(=O)(=O)NP(=O)(Oc2ccccc2)Oc2ccccc2)cc1	7	-2	-2	1	1	-3	-7	0.1	4	1.5	4
O=C(O)C1C2CCC(O2)C1C(=O)Nc1ccc(Cl)cc1 (configuration not stated)	11	6	0	3	-6	0	-12	-0.1	-5	1.7	3
Cc1nc2ccc(Cl)cc2c(=O)n1-c1cccc(Cl)c1	10	-13	9	1	-2	-7	-20	-0.2	7	-0.4	1
CN1CCN(Cc2ccc3ccccc3c2)CC1	-6	8	4	3	4	-3	4	-0.1	-3	0.2	11
CN1C(=O)C(Cc2nc3ccccc3c(=O)n2-c2ccccc2)c2ccccc21 (configuration not stated)	5	-6	16	1	1	8	3	-0.2	17	-0.2	4
COC(=O)C1=C(c2ccc3ccccc3c2)C[C@@H]2CC[C@H]1N2C(=O)NCCO	-1	1	15	-1	-21	7	-8	-0.3	-5	-2.1	-9
O=C1NC(=O)N(c2ccccc2)C(=O)/C1=C/c1ccc(Sc2ccccc2)o1	11	-6	28	8	3	1	20	0.0	50*	-2.4	33
CCOC(=O)C(C)(CC)NC(=O)CSP(=S)(OCC)OCC (configuration not stated)	-8	5	16	1	-5	-7	-2	-0.1	-1	-1.1	10
Cc1ccc(CN2C3CCCC2CC(NC(=O)Nc2cccc(F)c2)C3)cc1 (configuration not stated)	-2	-14	5	1	-26	-11	2	2.5	6	-1.3	-11
COc1ccc(CCNCc2cccn2C)cc1OC	-10	7	10	3	4	4	4	0.0	2	0.0	-12
COC(=O)c1c(C)[nH]c(C(=O)C(C)[N+]23CCN(CC2)CC3)c1C (configuration not stated)	-1	2	7	-3	-18	0	-12	0.0	6	0.1	-4
CC1NC(=O)NC(=O)C1Br (configuration not stated)	-2	-2	6	/	-14	1	-8	0.1	5	-2.0	-6
O=C(Nc1ccccc1)NC1CC2CCC(C1)N2 (configuration not stated)	2	6	7	1	-19	1	-9	3.5	-3	0.6	-4
CCCCCCCC(=O)NC(Oc1ccccc1[N+](=O)[O-])C(Cl)(Cl)Cl (configuration not stated)	2	10	-16	1	-29	42	8	-0.2	7	-1.9	8
O=c1c2ccccc2nc(-c2cccs2)n1-c1ccccc1	-7	-1	11	1	3	-4	6	0.1	16	2.9	2
CN(C(=O)c1ccco1)C1(c2ccccc2Cl)CCCCC1=O (configuration not stated)	-5	0	9	4	-14	5	4	-0.1	7	0.5	-3
Cn1cc([N+](=O)[O-])c(C(=O)Nc2ccc3c(C(F)(F)F)cc(=O)oc3c2)n1	26	15	16	1	6	-1	3	0.2	48	-0.2	31
CN(C)CC1CSCCC1(O)c1ccc(Cl)cc1 (configuration not stated)	4	14	9	1	-17	8	-3	0.0	2	-2.2	12
Cc1cc(C)c(C(=O)N2CCC3(CC2)OCCO3)c(C)c1	-4	3	18	3	-16	-13	-24	0.2	10	-0.5	-2
C/C(=N\N1CCCCC1c1cccnc1)c1c(O)n(C2CCCCC2)c(=S)[nH]c1=O (configuration not stated)	22	-12	32	3	-4	1	-3	-0.6	29	-1.9	-11
CCOc1cc(C=C2C(=O)NC(=O)NC2=O)ccc1OS(=O)(=O)c1ccccc1	-4	3	12	-1	-10	-10	-26	0.1	3	-1.6	-12
CCCCCCn1c(O)c(C=NCCN2CCOCC2)c(=O)[nH]c1=O	-3	10	19	5	10	-9	-11	-0.2	14	-1.3	7
C=CCN1Cc2ccccc2-n2nncc2C1	6	6	8	/	7	-1	6	0.1	3	-0.9	/
COc1ccc(/C=C2/C(=O)NC(=O)N(c3ccc(C)c(C)c3)C2=O)cc1CN1C(=O)c2ccccc2C1=O	4	5	17	-2	4	0	7	0.0	7	0.1	12
COc1ccc(/C=C2/C(=O)NC(=O)N(c3ccccc3)C2=O)cc1CN1C(=O)c2ccccc2C1=O	-8	3	10	2	-8	20	-1	-0.1	1	-0.6	10
NC(=O)c1cn(C2CCCCC2)c2ccccc2c1=O	16	4	19	1	-38	-2	3	0.1	15	-0.3	-18
CC(Cc1ccccc1)NCCC(=O)NC(C)Cc1ccccc1 (configuration not stated)	-12	0	8	-1	4	5	21	0.3	-9	-0.7	11
O=c1[nH]c(=S)n(C2CC2)c(O)c1C=NCc1ccc(F)cc1	1	-3	14	1	20	-2	7	-0.2	15	-0.4	-14
CCC1(C)CC(CCNCc2ccc(N(C)C)cc2)(c2ccc(F)cc2)CCO1 (configuration not stated)	23	-11	0	2	-17	7	2	0.4	37	-0.3	-2
COCCCNC(=O)c1c(N)n(Cc2ccco2)c2nc3ccccc3nc12	-20	-6	9	-3	-23	19	19	0.6	12	-0.7	/
COC(=O)C1=C(c2ccccc2OCc2ccccc2)C[C@@H]2CC[C@H]1N2C(=O)NCCN1CCOCC1	-6	-13	5	0	9	6	10	0.2	-5	-1.9	3
N#CC1c2ccccc2-n2nncc2CN1C(=O)c1ccccc1F (configuration not stated)	5	9	5	/	2	6	5	0.2	-13	0.3	/
COc1ccc(-n2nnnc2C(CCSC)N2CCC3(CC2)C(=O)NCN3c2ccccc2)cc1 (configuration not stated)	12	-16	12	/	-10	1	19	0.0	25	1.4	/
COc1ccc(O)c(CN2CCCC(C(=O)c3sccc3C)C2)c1 (configuration not stated)	13	-6	-3	-2	-36	4	24	-0.3	-2	0.4	-3
O=C(c1cc(F)ccc1F)C1CCCN(Cc2ccc3nonc3c2)C1 (configuration not stated)	15	-12	17	0	6	20	-9	-0.4	21	0.0	6
O=C(NC(Cc1cnc[nH]1)C(=O)O)c1ccccc1 (configuration not stated)	13	3	20	-2	2	-36	2	0.3	2	8.6	-6
CC1C2Cc3ccc(O)cc3[C@]1(C)CCN2CCc1ccccc1 (some centres not stated)	-11	6	-3	/	-18	-8	19	0.3	-27	-2.7	-7
O[C@@H]1CCCN2CCc3c([nH]c4ccccc34)[C@H]12	-9	-6	23	1	-14	14	8	-0.2	8	-1.3	/
CCOc1cc2c(cc1OCC)-n1cccc1C(c1ccc(F)c(OC)c1)NC2 (configuration not stated)	21	-13	18	1	-31	-13	13	0.0	25	-0.1	-2
COc1ccc(/C=C2\C(=N\O)C3CCN2CC3)cc1	-5	5	-60	2	5	-2	-3	-0.2	-63	-1.4	-6
Cc1nn(Cc2ccccc2)c(C)c1C(=O)OCC(=O)Nc1ccccc1SCC#N	10	-6	0	-1	-23	-3	-19	0.3	14	2.0	7
COc1cccc(C2=NOC(C(=O)N3CCC4(CC3)OCCO4)C2)c1 (configuration not stated)	0	4	-133	1	-59	-23	-63	0.0	-56	-4.4	-84
O=C1C2CCN(CC2)C12CC2c1ccc(C(F)(F)F)cc1 (configuration not stated)	6	3	15	-1	7	8	-5	0.0	-1	-0.1	-3

Additional structures:
compound	CF NFkB block	KKLEB tox	HIF-2a block	NR2E3 ag-2	NR2E3 ag-1	TWEAK Fn14 block	Shn3 3UTR inh	aDG glyco act	Peg3 promoter	hiPSC survival	MITF TRPM1 inh
OC1(c2ccc(F)cc2)CCNC1 (configuration not stated)	5	-1	12	0	-43	-2	39	-0.1	1	2.3	7
CCC(=O)c1cn(Cc2ccc(C#N)cc2)c2ccccc12	3	-8	13	1	4	-29	10	0.8	10	3.2	-9
CC12CCC3C(CCCC4CC(=O)CCC43C)C1CCC2O (configuration not stated)	11	13	5	/	14	-16	13	-0.1	13	-1.2	8
Oc1cc2c(cc1CN1CCN(c3ccccc3F)CC1)OCO2	11	5	3	2	-29	15	-3	0.2	12	-0.4	-7
CCCn1c(C(=O)c2ccccc2OC)nc2ccccc21	0	-2	15	0	2	-4	0	0.1	11	1.9	7
O=c1[nH]c(=O)n(Cc2ccco2)c(O)c1C=NCCCn1ccnc1	4	-3	7	-2	19	13	-2	-0.1	15	2.2	-5

Screens as filed in PubChem BioAssay.

The list is partial; rates above refer to the full screens.
